# From PubChem
# DUSP3 inh = VHR1 phosphatase inhibitors, primary screen, biochemical, absorbance, uHTS; Dual specificity protein phosphatase 3 (Homo sapiens), P51452; recombinant VHR phosphatase, pNPP absorbance; inhibition, % at 13.3 µM; hit rate 0.52% among 290,000; AID 1654, 2009; in the data active = inhibition above about 50%; note: some compounds called inactive have numbers as strong as hits
# Target sequence (P51452 whole entry, looked up): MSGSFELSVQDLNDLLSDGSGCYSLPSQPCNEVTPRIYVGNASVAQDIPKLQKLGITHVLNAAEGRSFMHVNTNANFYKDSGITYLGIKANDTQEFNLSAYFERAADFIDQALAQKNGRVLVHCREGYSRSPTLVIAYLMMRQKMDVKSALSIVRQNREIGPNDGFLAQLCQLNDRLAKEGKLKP
# PrPC TRFRET = inhibitors of human cell surface prion protein PrPC, primary screen, cell-based, TR-FRET. hit rate 0.43% among 370,000. Major prion protein (Homo sapiens), P04156. TR-FRET read-out. inhibition, % at 13.8 µM. AID 720596, 2013; in the data active = inhibition above about 24%; note: 0% = median of the test wells and 100% = reference compound wells
# PriA SSB inh = inhibitors of Klebsiella pneumoniae PriA binding to SSB C-terminal tail, primary screen, biochemical, AlphaScreen | AlphaScreen SSBct-PriA binding, biotinylated peptide | inhibition, % at 33 µM | hit rate 0.6% among 430,000 | AID 1272365, 2023; in the data active = inhibition mostly above about 37%, no sharp cut-off; inactive = mostly below about 20%;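 note: plate controls were negative control peptide for no effect and reference peptide for full effect; strong numbers were not always called active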
# CCHF vOTU inh = CCHFV vOTU protease inhibitors, primary screen, biochemical, Pep-AMC substrate, fluorescence; Crimean-Congo hemorrhagic fever virus L polyprotein viral ovarian tumor (vOTU) protease …; inhibition, % at 11.5 µM; hit rate 0.55% among 370,000; AID 651958, 2012; in the data active = inhibition above about 30%; note: 0% = vehicle wells with enzyme and 100% = no enzyme wells
# Anthrax LF inh2 = Bacillus anthracis LF protease inhibitors, primary screen, biochemical, multiplex microsphere, MLPCN library; multiplex microsphere protease cleavage assay; Lethal factor (Bacillus anthracis), P15917; inhibition, % at 10 µM; AID 588501, 2011; hit rate 0.12% among 360,000; note: plate controls were buffer without enzyme for full effect and enzyme alone for no effect
# BoNT-A LC inh2 = BoNT/A light chain protease inhibitors, primary screen, biochemical, flow cytometry, MLPCN library. Botulinum neurotoxin type A light chain protease (Clostridium botulinum A str. ATCC 3502). hit rate 0.17% among 360,000. multiplex microsphere protease substrate cleavage. inhibition, % at 10 µM; note: plate controls were buffer without enzyme for full effect and enzyme alone for no effect
# MazF activator = activators of E. coli MazEF toxin-antitoxin RNase, primary screen, biochemical, fluorescence, uHTS; hit rate 0.32% among 350,000; FAM/BHQ RNA-DNA oligo cleavage fluorescence, 5 h; activation, % at 20 µM; in the data active = activation above about 50%
# Target sequence (P0AE70 whole entry, looked up): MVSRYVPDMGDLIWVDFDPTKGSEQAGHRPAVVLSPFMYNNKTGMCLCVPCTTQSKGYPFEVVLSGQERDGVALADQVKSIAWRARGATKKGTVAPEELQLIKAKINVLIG
# Rv3671c inh = Rv3671c serine protease inhibitors, primary screen, biochemical, fluorescence polarization, M. tuberculosis H37Rv. P9WHR9. inhibition, % at 5.96 µM. hit rate 0.048% among 320,000. AID 2606, 2010; in the data active = inhibition above about 38%;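 note: extracellular domain of Rv3671c used as enzyme; 0% = enzyme with DMSO and 100% = no enzyme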
# Target sequence (P9WHR9 whole entry, looked up, the tested form may be a part): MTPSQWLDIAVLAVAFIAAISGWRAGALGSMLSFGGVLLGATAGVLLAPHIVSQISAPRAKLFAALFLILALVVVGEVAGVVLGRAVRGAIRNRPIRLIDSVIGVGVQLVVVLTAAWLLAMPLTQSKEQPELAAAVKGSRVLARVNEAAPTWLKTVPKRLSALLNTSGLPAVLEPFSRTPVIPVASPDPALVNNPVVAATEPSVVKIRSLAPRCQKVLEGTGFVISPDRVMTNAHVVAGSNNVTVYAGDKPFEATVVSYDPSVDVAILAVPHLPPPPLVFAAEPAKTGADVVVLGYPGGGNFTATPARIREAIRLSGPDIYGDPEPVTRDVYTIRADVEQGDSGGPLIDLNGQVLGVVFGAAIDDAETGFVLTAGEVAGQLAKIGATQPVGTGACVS
# BoNT-F LC inh = BoNT/F light chain protease inhibitors, primary screen, biochemical, flow cytometry, MLPCN library. Botulinum neurotoxin type F light chain protease (Clostridium botulinum). Multiplex microsphere protease cleavage assay. inhibition, % at 10 µM. hit rate 0.22% among 360,000. AID 588497, 2011; in the data active = inhibition above about 35%, passing the limit was not always enough; inconclusive = no clear call, values can overlap the other calls; note: plate controls were buffer without enzyme for full effect and enzyme alone for no effect
# 3CLpro inhibitor = SARS-CoV 3CLpro protease inhibitors, primary screen, biochemical, quenched FRET; Replicase polyprotein 1ab (Severe acute respiratory syndrome coronavirus), P0C6X7; recombinant SARS-CoV 3CLpro, quenched FRET peptide cleavage; inhibition, % at 6 µM; hit rate 0.14% among 290,000; in the data active = inhibition above about 12%
# * = called active by the depositor; i = inactive; ? = inconclusive; . = no result given. Cut-off read from the data, not from the text of the source, unless noted: active = inhibition above about 30%; inconclusive = no clear call, values can overlap the other calls; inactive = below that.
SMILES,DUSP3 inh,PrPC TRFRET,PriA SSB inh,CCHF vOTU inh,Anthrax LF inh2,BoNT-A LC inh2,MazF activator,Rv3671c inh,BoNT-F LC inh,3CLpro inhibitor
CCN(CC)C(=O)C1=C(C)NC(=S)NC1c1ccc(C)s1 (centres undefined),7,3,-24,-1,-3,0.0,-1,2,4,3
Cc1ccccc1C(=O)N1CCC(C(=O)NC2CCCCCC2)CC1,-4,-12,-3,-15,2,-0.1,3,-16,-11,-1
O=c1c2ccccc2oc2c1ccc1ccccc12,.,.,-11,.,2,-0.1,-22,.,-2,.
CN(C)Cc1c(C(=O)N/N=C/c2ccc(OCc3c(F)cccc3Cl)cc2)nnn1-c1nonc1N,-1,-7,.,-2,0,0.6,-8,-18,4,3
Cc1cc(C)c(S(=O)(=O)c2ccccc2C)c(Oc2ccccc2)n1,3,5,-16,2,0,-0.3,-2,0,-14,1
C[C@@H]1CN([C@H](C)CO)C(=O)CCCn2nncc2CO[C@@H]1CN(C)C(=O)C1CCCCC1,.,-6,.,-6,-2,0.0,5,.,2,.
COc1ccc(C(=O)O/N=C(\N)c2ccncc2)cc1OC,-8,7,i,-25,-3,0.7,2,-4,5,0
CC(=O)N(C)c1ccc(OCC(O)CN(Cc2ccco2)S(=O)(=O)c2ccc(C)cc2)cc1 (centres undefined),21,-4,-3,11,3,-0.7,-3,-9,7,1
COc1cc(Cl)c(C)cc1NC(=O)CCN1C(=O)NC(C)(C)C1=O,.,5,4,6,.,.,6,.,.,.
CCOC(=O)c1c(S(=O)(=O)NCC(=O)N2CCN(c3ccccc3OC)CC2)c(C)n(C)c1C,22,-2,-9,4,-1,-0.1,11,6,4,0
CCOC(=O)c1ccc(Oc2nc(N(C)C)nc(N3CCOCC3)n2)cc1,18,-1,-9,6,1,-0.3,-11,0,0,-1
Cc1ccc(C(=O)NCC(=O)NCC(=O)OCc2ccc(Oc3ccc([N+](=O)[O-])cc3)cc2)cc1,.,5,-1,9,-2,-0.1,-4,-4,-1,2
O=C(COC(=O)CCc1nc2ccccc2c(=O)[nH]1)Nc1ccccc1Cl,26,-4,-10,6,-2,-0.2,-10,-13,-2,2
O=C(OCC(O)COc1ccccc1)c1ccc([N+](=O)[O-])cc1 (centres undefined),2,-12,-1,10,-18,-1.4,4,-5,-14,-3
CCOC(=O)c1ccc(N2Cc3ccccc3C2=NC(=O)c2ccncc2)cc1,0,-4,0,19,-2,0.4,8,.,-2,-1
COc1ccccc1Nc1nc2ccccc2n2cnnc12,23,1,-18,-11,-1,-0.4,11,-5,-5,2
Cc1ccc(-n2c(=O)[nH]c3c(C(N)=O)nc(C(C)C)nc32)cc1,-16,-1,3,-17,23,0.4,-15,-2,-16,-4
CCCCNc1ncnc2[nH]ncc12,.,5,-5,11,1,-0.4,10,.,-14,.
CC1CCC(C(C)C)C(OC(=O)CSc2nccc(=O)[nH]2)C1 (centres undefined),2,-5,2,-4,-1,-0.4,-10,-7,-4,3
CCN1C(=O)[C@@H]2[C@H](C1=O)[C@@H]1C(=O)Nc3ccccc3C(=O)N1[C@@H]2c1cccc(Cl)c1,20,.,-11,.,-8,0.3,-2,-2,-2,-6

# Some of the entries so far, bar-delimited:
structure | DUSP3 inh | PrPC TRFRET | PriA SSB inh | CCHF vOTU inh | Anthrax LF inh2 | BoNT-A LC inh2 | MazF activator | Rv3671c inh | BoNT-F LC inh | 3CLpro inhibitor
CCOC(=O)c1ccc(N2Cc3ccccc3C2=NC(=O)c2ccncc2)cc1 | 0 | -4 | 0 | 19 | -2 | 0.4 | 8 | . | -2 | -1
CCN1C(=O)[C@@H]2[C@H](C1=O)[C@@H]1C(=O)Nc3ccccc3C(=O)N1[C@@H]2c1cccc(Cl)c1 | 20 | . | -11 | . | -8 | 0.3 | -2 | -2 | -2 | -6
Cc1ccc(C(=O)NCC(=O)NCC(=O)OCc2ccc(Oc3ccc([N+](=O)[O-])cc3)cc2)cc1 | . | 5 | -1 | 9 | -2 | -0.1 | -4 | -4 | -1 | 2

# Remaining list, next part
SMILES,DUSP3 inh,PrPC TRFRET,PriA SSB inh,CCHF vOTU inh,Anthrax LF inh2,BoNT-A LC inh2,MazF activator,Rv3671c inh,BoNT-F LC inh,3CLpro inhibitor
N#C/C(=C(/O)CN1CCN(c2ccccc2F)CC1)c1nc(-c2ccc(Cl)cc2)cs1,35,-2,6,-1,1,-1.1,-5,5,-3,4
O=C(COc1ccccc1Br)N1CCN(c2ccccc2)CC1,-8,-1,-10,-1,-2,4.9,1,5,4,-4
Cc1sc2nc(C(C)C)nc(SCC(=O)N3CCN(C(=O)c4ccco4)CC3)c2c1C,-8,5,-3,2,2,1.2,-9,5,4,5
Cc1[nH]c(=O)[nH]c(=O)c1S(=O)(=O)N1CCCc2ccccc21,48,-1,-5,2,0,-0.2,3,-6,1,-5
Cc1sc[n+](CC(=O)c2ccc(Br)cc2)c1C,-22,-7,-14,-1,-2,0.0,4,4,-2,-3
C/C(=N\NS(=O)(=O)c1ccc(Cl)c([N+](=O)[O-])c1)c1cc2ccccc2o1,22,2,.,-8,0,?,-6,3,-12,6
CN(C)S(=O)(=O)c1ccc(-n2cccc2)cc1,24,5,-13,6,-1,-0.3,1,-5,-1,5
COc1cc(NC(=O)Cn2c(=O)n(CC3CCCO3)c(=O)c3ccccc32)cc(OC)c1 (centres undefined),8,-2,-7,-13,-3,-0.3,6,2,6,2
Cc1ccc(-c2nc(CN3CCCCC3c3cccc(F)c3)c(C)o2)o1 (centres undefined),-6,-3,-4,-6,-3,-0.9,-23,-7,-8,4
CCOCCOC(=O)COC(=O)c1ccccc1NC(=O)c1ccccc1,12,-2,-38,7,-1,1.1,-10,-13,5,5
CC(C)N1CC(O)=C(c2nc3ccccc3[nH]2)C1=N,2,-7,1,3,-4,-0.2,-3,-1,0,-3
CCN(CCCNC(=O)CNC(=O)c1nn(-c2ccc(OC)cc2)c(=O)c2ccccc12)c1cccc(C)c1,17,-2,22,17,0,-1.6,-4,-5,-6,-2
CCOC(=O)Cn1c2ccc(F)cc2c2nc(C)sc21,-11,-5,-9,3,-5,-0.8,-3,-3,-8,-1
Cc1cccc(S(=O)(=O)NC(=O)C2(C)CCN2C(=O)c2ccccc2)c1 (centres undefined),.,-5,.,-6,-1,-0.5,.,.,-2,.
O=C(c1ccc(F)cc1)c1ccc(-c2ccc(F)cc2)nc1,12,-1,-10,-6,10,-2.3,-1,9,-32,6
Cc1cc(C[n+]2ccccc2)c2nsnc2c1,21,-17,-6,-4,2,0.7,2,2,5,-4
Cc1c(NS(=O)(=O)c2ccc(NCC3CCCO3)c([N+](=O)[O-])c2)c(=O)n(-c2ccccc2)n1C (centres undefined),22,-16,-1,12,2,-0.7,4,-3,-10,6
C[C@H]1CCC2[C@](C)(CO)[C@@H](O)CC[C@]2(C)[C@@]12CCC(CO)(CCO)O2 (some centres undefined),-9,0,-9,-15,-1,-1.4,12,0,5,2
CC(C)=Cc1oc2ccc([N+](=O)[O-])cc2c1N1CCOCC1,22,5,-13,0,-3,0.1,11,-9,0,-3
Cc1ccccc1S(=O)(=O)N(C)C[C@H]1OCc2cn(nn2)CCCC(=O)N([C@@H](C)CO)C[C@@H]1C,.,0,.,12,2,-0.6,.,.,3,.
CS(=O)(=O)N(CC(=O)NC1CCCCC1)Cc1ccc(F)cc1,21,-3,-9,-8,3,-0.3,-35,-2,4,-4
Cc1cc(C)n(CC(=O)N/N=C/c2cccc([N+](=O)[O-])c2)n1,2,-4,.,0,-1,-2.1,-4,2,-27,-2
Cc1cc(C(=O)NC2CC(C)(C)Cc3c2cnn3-c2ccccc2)n(C)n1 (centres undefined),28,3,0,10,6,10,4,0,-1,0
CCN(CC)CCNC(=O)c1cc(-c2cccnc2)nc2ccc(S(=O)(=O)N3CCC(C)CC3)cc12,10,-19,-1,5,-2,-1.7,16,-3,2,3
Cc1ccc(S(=O)(=O)NC(=O)COc2ccccc2)cc1,31,-6,0,6,-6,0.7,3,-7,-1,4
S=C(Nc1cccc(Cl)c1Cl)Nn1cnnc1,19,-3,-1,-3,-2,-1.3,9,-1,-13,3
COc1ccc(S(=O)(=O)N2CCc3ccccc32)cc1C(=O)Nc1cc(S(C)(=O)=O)ccc1Cl,.,-3,9,7,0,0.5,-39,.,0,.
CC1CCN(C(=O)c2ccc(S(=O)(=O)N(C)C)cc2)C(C)C1 (centres undefined),-9,6,-9,-8,0,0.6,0,-2,-2,5
Cc1ccc(Cn2nnc3c(=O)n(CC(=O)NCc4ccc5c(c4)OCO5)cnc32)cc1,26,7,-13,-14,0,-1.0,-7,-3,-6,4
O=C1OC(Cc2ccccn2)C(O)=C1C1=NCCCCN1 (centres undefined),1,8,8,13,3,1.0,1,11,4,5
CC1CCN(S(=O)C23CC4CC(CC(C4)C2)C3)CC1 (centres undefined),4,5,-11,-1,1,-1.1,-7,4,-8,2
CCOc1ccc(C(=O)N/N=C/c2cccc3cccnc23)cc1,7,25*,.,11,-2,-0.1,-3,-4,-15,2
CCOc1ccccc1NC(=O)c1cc(=O)c2ccccc2o1,13,2,-17,-2,-1,-0.8,7,8,1,0
COc1cc(C(=O)Nc2scc(-c3ccc(Br)cc3)c2C(=O)O)cc(OC)c1OC,3,56*,4,4,4,-1.4,-18,-11,2,6
O=C(CNC(=O)c1ccc(Br)cc1)N=Nc1c(O)[nH]c2ccc([N+](=O)[O-])cc12,26,-5,-15,2,-1,0.8,9,2,-3,-9
O=C(Nc1ccc(F)cc1)c1ccc(-n2ccnc2)nc1,20,3,-5,4,-4,1.1,10,-1,0,1
O=C(CC1NCCNC1=O)Nc1ccc2c(c1)OCO2 (centres undefined),-9,0,-6,2,-5,-2.5,2,3,-8,5
Cc1ccc(S(=O)(=O)NC2CCCCC2)c2nsnc12,20,-18,-1,3,0,0.2,-5,-9,-3,-6
CC(CNC(=O)CC[C@H]1O[C@@H](n2ccc(=O)[nH]c2=O)[C@H](O)[C@@H]1O)c1ccccc1 (some centres undefined),.,-3,.,-5,-7,-1.6,.,.,-16,.
CCN(C[C@H]1N[C@@](C)(C(=O)OC)[C@H]2C(=O)N(C)C(=O)[C@@H]12)C(=O)c1ccc(F)cc1,.,-5,-9,3,-4,-0.8,-5,8,-6,.
CC1(C(=O)NCCc2ccccc2)Cc2c(-c3cccc(C(N)=O)c3)ccnc2O1 (centres undefined),.,6,.,10,-1,-0.3,.,.,-6,.
COCC(=O)N(C)[C@H]1C[C@H]2c3cc(N4CCN(C)CC4)ccc3CCN2C(=O)[C@H]1[C@H](C)O,.,-2,-14,-2,1,-0.4,-1,.,-2,.
FC(F)(F)c1ccccc1NC(=S)N1CCN(Cc2ccc3c(c2)OCO3)CC1,4,2,-6,-4,-2,-0.6,2,7,5,3
CCCSc1ccc([C@@H]2[C@@H]3C(=O)N(C)C(=O)[C@@H]3[C@]3(C(=O)OC)CCCN23)cc1OC,.,.,9,.,2,0.5,2,-5,-1,.
CN1CCc2c(sc(NC(=O)CS(=O)(=O)c3ccc(F)cc3)c2C(N)=O)C1,.,5,-8,8,3,-0.4,5,6,0,.
COc1cc(/C=N/NC(=S)Nc2cccc(S(=O)(=O)N(C)C)c2)cc(OC)c1O,9,7,.,11,-2,1.1,1,8,-3,-3
COc1ccc(C(=O)Nc2cc3c4c(c2)C(C)C(=O)N4CCC3)cc1 (centres undefined),.,-6,-5,19,.,.,5,1,.,.

# A portion of the library; the hit share may differ from the screen's.
